MCF10A rereplic = A quantitative high throughput screen for small molecules that induce DNA re-replication in MCF 10a normal breast cells. Potency, µM (highest dose often 46.1 µM), for the others: at the top dose activity, positive = re-replication, most hits filed as activators. hit rate 2.9% among 350,000. MCF 10A DNA re-replication, Hoechst nuclear intensity, 48 h. AID 624296, 2012; also: potency is read from the fitted curve at half-maximal effect; % of control where 0% means no effect; nearly all actives have a fitted effect of over 50% in size
D3 ag = qHTS of D3 Dopamine Receptor Agonist: qHTS; D(3) dopamine receptor (Homo sapiens), P35462; D3R DiscoveRx beta-arrestin cells, luminescence, 90 min; max activation, %; hit rate 0.58% among 410,000; AID 652048, 2013; in the data active = max activation above about 30%; also: 0% is about no effect; mostly tested at two doses, the higher about 12 µM
Target sequence (P35462 whole entry, looked up): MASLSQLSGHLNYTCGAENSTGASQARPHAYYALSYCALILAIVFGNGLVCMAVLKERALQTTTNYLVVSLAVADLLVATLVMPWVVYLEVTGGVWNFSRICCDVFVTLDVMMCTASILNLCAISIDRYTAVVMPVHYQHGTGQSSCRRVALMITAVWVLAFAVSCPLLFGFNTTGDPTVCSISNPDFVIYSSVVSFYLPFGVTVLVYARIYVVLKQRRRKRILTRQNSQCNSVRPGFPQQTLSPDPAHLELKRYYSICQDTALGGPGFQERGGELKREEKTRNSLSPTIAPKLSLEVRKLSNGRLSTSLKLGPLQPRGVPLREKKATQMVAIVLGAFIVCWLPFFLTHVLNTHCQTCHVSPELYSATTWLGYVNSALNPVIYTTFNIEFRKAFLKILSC
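Agonist-mode cell screen: cells plated at 1500/well and incubated overnight at 37 °C, then exposed to library compounds for 90 min at 37 °C. Detection reagent was added for 30–60 min at room temperature, and luminescence was read.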
KB-3-1 cytotox = qHTS assay for MDR1-selective chemotherapeutics: Primary screen using the parental adenocarcinoma cell KB-3-1. KB-3-1 viability, CellTiter-Glo ATP luminescence, 72 h. Potency, µM (series often up to 46.1 µM), inactives show at the top dose activity change, negative = cytotoxic, hits mostly cytotoxic. hit rate 1.4% among 400,000. AID 1347075, 2019; also: potency is read from the fitted curve at half-maximal effect; % is scaled to controls: 0 for no effect and ±100 for the full control effect; nearly all actives have a fitted effect of over 60% in size
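Cytotoxicity in the drug-sensitive parental line KB-3-1 was scored as loss of CellTiter-Glo luminescence following 72 h incubation with compound. Values come from curve fitting of normalized concentration-response data.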
HT1080 IDH1KD tx = qHTS for induction of synthetic lethality in tumor cells producing 2HG: qHTS for the HT-1080-IDH1KD cell line; HT-1080 IDH1 knockdown viability, ATP luminescence, 48 h; Potency, µM (doses to about 46.1 µM), for inactives: at the highest dose activity, negative = toxicity, actives largely listed as cytotoxic; hit rate 2% among 360,000; AID 686971, 2013;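 also: potency is read from the fitted curve at half-maximal effect; 0% = DMSO wells and -100% = cell-free medium wells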
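After a 2 h attachment period, IDH1KD HT-1080 cells took pin-transferred compound for 48 h at 37 °C; ATP-based luminescence after 10 min room-temperature reagent incubation reported viability.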
KB-V1 MDR tox = qHTS assay for MDR1-selective chemotherapeutics: Primary screen using the drug-selected MDR subline cells KB-V1; KB-V1 MDR cells viability, CellTiter-Glo, 72 h; Potency, µM (doses to about 46.1 µM), for the others: at the highest dose activity change, negative = cytotoxicity, usual class: cytotoxic; hit rate 3.4% among 400,000; AID 1347076, 2019; also: potency is read from the fitted curve at half-maximal effect; % is scaled to controls: 0 for no effect and ±100 for the full control effect; nearly all actives have a fitted effect of over 60% in size
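qHTS viability screen in drug-selected KB-V1 MDR cells: 72 h compound treatment at 37 degrees C, ATP luminescence end point.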
HEK293 tox = qHTS of GLP-1 Receptor Inverse Agonists: Cytotox Screen; Potency, µM (top dose mostly 38.3 µM), for inactives: at the top dose activity change, negative = inhibition, usual class: inhibitors; hit rate 0.13% among 410,000; HEK293 cAMP-luciferase reporter cells, luminescence, 24 h;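 also: loss of luciferase light is scored as toxicity; potency is read from the fitted curve at half-maximal effect; % is scaled to controls: 0 for no effect and ±100 for the full control effect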
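Here, cytotoxicity is scored as loss of luminescence. The MLSMR collection was tested on cells seeded in medium containing 10% Nu serum, with a 24 hr compound exposure preceded by 12 hours of culture.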
IL-1B inflam inh = qHTS for Inhibitors of Inflammasome Signaling: IL-1-beta AlphaLISA Primary Screen. THP-1 LPS/ATP IL-1B secretion, AlphaLISA, 16 h; hits give low values. activity change, % at 57.5 µM. hit rate 4.7% among 360,000. AID 743279, 2014; in the data active = activity change below about -50%; inconclusive = mostly about -30% to -49%; also: % is scaled to controls: 0 for no effect and ±100 for the full control effect
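Secreted IL-1B measured by AlphaLISA bead assay after 16 h compound exposure of THP-1 cells; compounds (final up to 57.5 uM) added 1 h before LPS (250 ng/mL) and ATP (1.25 mM) stimulation; lower signal means less secretion.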
HT1080NT lethal = qHTS for induction of synthetic lethality in tumor cells producing 2HG: qHTS for the HT-1080-NT fibrosarcoma cell line. HT-1080-NT fibrosarcoma viability, CellTiter-Glo ATP luminescence, 48 h. Potency, µM (titrated, usually from 46.1 µM), for inactives: at the top dose activity, negative = less viability, usual class: cytotoxic. hit rate 1.6% among 360,000;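 also: NT is the 2HG producing partner of a matched IDH1 knockdown line; potency is read from the fitted curve at half-maximal effect; 0% = DMSO-treated cells and -100% = media-only wells without cells; nearly all actives have a fitted effect of over 55% in size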
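Read-out is CellTiter-Glo luminescence after 10 minutes at room temperature, following 48 hours' compound treatment of HT-1080-NT cells (750 cells/well, RPMI, 5% FBS, 37 degrees C).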
SW480 rerep = A quantitative high throughput screen for small molecules that induce DNA re-replication in SW480 colon adenocarcinoma cells; AID 624297, 2012; Potency, µM (top dose mostly 46.1 µM), for the others: at the top dose re-replication activation, hits mostly activators; SW480 DNA re-replication, Hoechst DNA content imaging, 48 h; hit rate 1.8% among 340,000; also: potency is read from the fitted curve at half-maximal effect; % of control where 0% means no effect; nearly all actives have a fitted effect of over 55% in size
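Image-based DNA-content assay: after two days of treatment, nuclei were labelled with the DNA dye Hoechst and imaged, and hits were compounds raising the count of nuclei showing high fluorescence intensity.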
* marks the source's active call; other numbers are inactive results; [ ] = another dose, or the depositor's remark. Unless noted, calls follow the shape of the dose curve; as a rule, active = well fitted curve in the direction sought with a large enough effect; inconclusive = small, poorly fitted or top-dose-only effect, or another doubt; inactive = no such curve, though single readings can be large; an effect the other way counts as inactive or inconclusive. Hits appear at their usual frequency; 11% or so of the library scored in one or more.

`COc1ccc(N(CC(=O)NCCc2ccccc2)C(=O)c2csnn2)cc1OC` gave MCF10A rereplic 0.6%, D3 ag 0.3, KB-3-1 cytotox 0.3%, HT1080 IDH1KD tx 6.8%, KB-V1 MDR tox -2.3%, HEK293 tox -2.2%, IL-1B inflam inh 10.2, HT1080NT lethal 12.0% and SW480 rerep 4.5%.
`O=C(Nc1c(F)c(F)c(F)c(F)c1F)c1ccc(Br)o1` gave D3 ag -4.9, KB-3-1 cytotox -2.7%, HT1080 IDH1KD tx 0.2%, KB-V1 MDR tox 0.0%, HEK293 tox 8.1%, IL-1B inflam inh -3.2 and HT1080NT lethal -3.6%.
Screening O=C1C2C3c4ccccc4C(c4ccccc43)C2C(=O)N1Cc1ccco1 (stereo unspecified) returned MCF10A rereplic -1.4%, D3 ag 2.1, KB-3-1 cytotox 7.2%, HT1080 IDH1KD tx 2.8%, KB-V1 MDR tox -3.5%, HEK293 tox -16.1%, IL-1B inflam inh 0.0, HT1080NT lethal 2.9% and SW480 rerep 0.1%.
Screening NS(=O)(=O)c1ccc(CCNC2CC(=O)N(Cc3ccccc3)C2=O)cc1 (stereo unspecified) returned MCF10A rereplic -9.7%, D3 ag -4.0, KB-3-1 cytotox 9.1%, HT1080 IDH1KD tx 0.0%, KB-V1 MDR tox 3.9%, HEK293 tox 6.6%, IL-1B inflam inh 18.0, HT1080NT lethal 3.8% and SW480 rerep 0.0%.
`CCN(CC)CCCNC(=S)N(Cc1cccnc1)Cc1cc2cc(C)ccc2[nH]c1=O` gave MCF10A rereplic -1.2%, D3 ag -7.4, KB-3-1 cytotox 11.4%, HT1080 IDH1KD tx 6.0%, KB-V1 MDR tox -0.1%, HEK293 tox -11.5%, IL-1B inflam inh -14.4, HT1080NT lethal -0.7% and SW480 rerep -1.1%.
`Cc1nn(-c2ccccc2)c2c1N(CCCC(=O)NCc1ccc(N(C)C)cc1)C(=O)CS2` gave D3 ag -1.8, KB-3-1 cytotox -8.7%, KB-V1 MDR tox -27.4% and HEK293 tox 1.4%.
Screening CCOC(=O)C1CCCN(C(=O)c2cc3c(-c4cccc(OC)c4)nn(C)c3s2)C1 (stereo unspecified) returned MCF10A rereplic 6.51µM*, D3 ag 0.4, KB-3-1 cytotox inconclusive, HT1080 IDH1KD tx 18.4µM*, KB-V1 MDR tox 6.51µM*, HEK293 tox inconclusive, IL-1B inflam inh -8.0, HT1080NT lethal inconclusive and SW480 rerep inconclusive.
`CN(CC(=O)Nc1ccc(Cl)cc1F)C1CCS(=O)(=O)C1` (stereo unspecified) gave MCF10A rereplic inconclusive, D3 ag -2.9, KB-3-1 cytotox 5.3%, HT1080 IDH1KD tx 10.0%, KB-V1 MDR tox 19.0%, HEK293 tox 2.6%, IL-1B inflam inh -13.2, HT1080NT lethal -7.0% and SW480 rerep -2.3%.
Cc1cc(C)cc(OCC(=O)OCC(=O)NC2CCCCCC2)c1 was read as MCF10A rereplic -2.1%, D3 ag 7.1, KB-3-1 cytotox 10.4%, HT1080 IDH1KD tx 4.6%, KB-V1 MDR tox 27.9%, HEK293 tox -14.7%, IL-1B inflam inh 0.0, HT1080NT lethal 1.1% and SW480 rerep -14.4%.
`CCOc1ccccc1-c1noc(CCC(=O)NC2CCCCC2)n1` gave MCF10A rereplic -1.4%, D3 ag 2.7, KB-3-1 cytotox 31.0%, HT1080 IDH1KD tx 3.0%, KB-V1 MDR tox inconclusive, HEK293 tox 7.3%, IL-1B inflam inh 6.0, HT1080NT lethal 0.0% and SW480 rerep -6.7%.

The last two entries of the section above lead into the next.
Cc1cc(C)cc(OCC(=O)OCC(=O)NC2CCCCCC2)c1 was read as MCF10A rereplic -2.1%, D3 ag 7.1, KB-3-1 cytotox 10.4%, HT1080 IDH1KD tx 4.6%, KB-V1 MDR tox 27.9%, HEK293 tox -14.7%, IL-1B inflam inh 0.0, HT1080NT lethal 1.1% and SW480 rerep -14.4%.
`CCOc1ccccc1-c1noc(CCC(=O)NC2CCCCC2)n1` gave MCF10A rereplic -1.4%, D3 ag 2.7, KB-3-1 cytotox 31.0%, HT1080 IDH1KD tx 3.0%, KB-V1 MDR tox inconclusive, HEK293 tox 7.3%, IL-1B inflam inh 6.0, HT1080NT lethal 0.0% and SW480 rerep -6.7%.
C#CCOCCOCCOCCNc1nc(N2CCN(C(=O)[C@H](CCC(=O)O)n3cc(C(N)CC(C)C)nn3)CC2)nc(N2CCN(C(=O)[C@H](CCC(=O)O)n3cc(C(N)[C@H](C)CC)nn3)CC2)n1 (stereo partly specified) was read as MCF10A rereplic 2.6%, D3 ag -20.4, KB-3-1 cytotox -2.8%, HT1080 IDH1KD tx 15.2%, KB-V1 MDR tox 15.0%, HEK293 tox -36.1%, IL-1B inflam inh 23.8, HT1080NT lethal 17.6% and SW480 rerep 19.3%.
For c1ccc2nc(SCc3cn4ccccc4n3)cnc2c1 the results were MCF10A rereplic 20.8%, D3 ag -1.5, KB-3-1 cytotox 0.0%, HT1080 IDH1KD tx -5.1%, KB-V1 MDR tox inconclusive, HEK293 tox 19.2%, IL-1B inflam inh -6.6, HT1080NT lethal -2.4% and SW480 rerep -3.6%.
Screening Cc1cc(=O)[nH]c2c(N=Nc3ccc(O)cc3)c(N)nn12 returned MCF10A rereplic 2.9%, D3 ag -4.4, KB-3-1 cytotox -0.6%, HT1080 IDH1KD tx inconclusive, KB-V1 MDR tox -7.4%, HEK293 tox -29.3%, IL-1B inflam inh 9.0, HT1080NT lethal inconclusive and SW480 rerep -85.6%[inhibitor].
CC(C)(C)OC(=O)C1C(=O)CC(C)(O)C(C(=O)OC(C)(C)C)C1c1ccco1 (stereo unspecified) was read as MCF10A rereplic -8.1%, D3 ag 1.4, KB-3-1 cytotox 1.1%, HT1080 IDH1KD tx 2.3%, KB-V1 MDR tox -17.9%, HEK293 tox -13.6%, IL-1B inflam inh 0.0, HT1080NT lethal 9.9% and SW480 rerep inconclusive.
For Cc1cc(NC(=O)CSCc2ccccc2C)no1 the results were MCF10A rereplic -1.1%, D3 ag 0.5, KB-3-1 cytotox -14.3%, HT1080 IDH1KD tx -4.3%, KB-V1 MDR tox 1.4%, HEK293 tox -1.9%, IL-1B inflam inh 12.8, HT1080NT lethal -5.2% and SW480 rerep 28.7%.
CC(C)(C)S(=O)(=O)c1cnc2c(S(=O)(=O)c3ccccc3)cnn2c1N was read as MCF10A rereplic -2.3%, D3 ag -2.1, KB-3-1 cytotox 2.0%, HT1080 IDH1KD tx 0.8%, KB-V1 MDR tox 9.3%, HEK293 tox -8.3%, IL-1B inflam inh 37.2, HT1080NT lethal 0.6% and SW480 rerep inconclusive.
CN(C)S(=O)(=O)c1ccc(Cl)c(NC(=O)COC(=O)/C=C/c2ccco2)c1 was read as MCF10A rereplic 1.5%, D3 ag 5.3, KB-3-1 cytotox 21.6%, HT1080 IDH1KD tx 0.5%, KB-V1 MDR tox -3.8%, HEK293 tox -1.8%, IL-1B inflam inh 16.0, HT1080NT lethal 5.9% and SW480 rerep 1.8%.
CN(C)CCNc1ncnc2oc(-c3ccccc3)c(-c3ccccc3)c12 was read as MCF10A rereplic inconclusive, D3 ag -14.6, KB-3-1 cytotox -21.3%, HT1080 IDH1KD tx -2.9%, KB-V1 MDR tox -7.1%, HEK293 tox 34.3%, IL-1B inflam inh -69.6*, HT1080NT lethal -5.6% and SW480 rerep inconclusive.
CCCNc1nc(C)cc(-c2cc(C(=O)NCc3ccccc3)on2)n1 was read as MCF10A rereplic inconclusive, D3 ag -10.4, KB-3-1 cytotox 7.1%, HT1080 IDH1KD tx -12.7%, KB-V1 MDR tox -1.8%, HEK293 tox 3.9%, IL-1B inflam inh 10.8, HT1080NT lethal -6.8% and SW480 rerep 3.5%.
For Cc1ccc(SCc2[nH]nc3c2C(c2ccco2)C(C#N)=C(N)O3)cc1 (stereo unspecified) the results were MCF10A rereplic inconclusive, D3 ag -3.1, KB-3-1 cytotox 13.0%, HT1080 IDH1KD tx -23.9%, KB-V1 MDR tox 4.4%, HEK293 tox -3.6%, IL-1B inflam inh -20.2, HT1080NT lethal inconclusive and SW480 rerep 5.7%.
`CCOC(=O)C1CCN(C(c2cc3c(C)ccc(C)c3[nH]c2=O)c2nnnn2C2CCCCC2)CC1` (stereo unspecified) gave MCF10A rereplic 19.0%, D3 ag 12.6, KB-3-1 cytotox -16.5%, HT1080 IDH1KD tx -0.4%, KB-V1 MDR tox inconclusive, HEK293 tox -5.7%, IL-1B inflam inh 13.4, HT1080NT lethal 9.2% and SW480 rerep 18.1%.
Screening Cc1ccc(-c2nnc(Nc3ccc(CC(N)=O)cc3)c3ccccc23)cc1S(=O)(=O)NCCO returned MCF10A rereplic 1.8%, D3 ag 4.1, KB-3-1 cytotox 23.9%, HT1080 IDH1KD tx 3.1%, KB-V1 MDR tox inconclusive, HEK293 tox -4.1%, IL-1B inflam inh 7.0, HT1080NT lethal 0.6% and SW480 rerep -6.3%.
`COc1ccc(Br)cc1/C=N/NC(=O)C(c1ccncc1)N1CCOCC1` (stereo unspecified) gave MCF10A rereplic 15.3%, D3 ag 0.2, KB-3-1 cytotox 0.0%, HT1080 IDH1KD tx -2.7%, KB-V1 MDR tox 20.6%, HEK293 tox -7.3%, IL-1B inflam inh 21.5, HT1080NT lethal 6.2% and SW480 rerep 3.4%.

High-throughput results from PubChem BioAssay.
